Xi reactivation: reactivates the inactive X chromosome in mouse fibroblasts. XiGFP mouse fibroblasts, % GFP-positive cells imaging, 3 d; cells co-treated with 5-aza-dC sensitizer; scaled so ellipticine positive control = 100%. activation, % at 7.58 µM. actives 0.055% (n = 360,000);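 active means mean normalized replicate activation at least 10% and every replicate at or above 10%; inconclusive means only one of the two criteria met; inactive means mean below 10% and not all replicates reach 10%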;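 further: 0% = median of on-plate neutral control wells and 100% = ellipticine 6 µM median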
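System: 68-5-11 XiGFP fibroblast line; Timing: 3 days compound exposure; Compound dosing: one concentration, pinned; Benchmarks: positive control ellipticine, 6 µM final; Buffer or medium: DMEM containing 5-aza-dC.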
CASP6 VEID inh: blocks human caspase-6 cleavage activity; P55212; purified caspase-6, Z-VEID-R110 cleavage fluorescence; inhibition, % at 12.5 µM; actives 0.53% (n = 350,000); AID 686996;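 active means mean inhibition across replicates at least about 35%, with every replicate also reaching that limit, limit read from the data; inconclusive means only one of the two criteria met; inactive means neither criterion met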;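 further: 0% = median of neutral control wells and 100% = no fluorescence left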
Target sequence (P55212 24-179 limits assumed): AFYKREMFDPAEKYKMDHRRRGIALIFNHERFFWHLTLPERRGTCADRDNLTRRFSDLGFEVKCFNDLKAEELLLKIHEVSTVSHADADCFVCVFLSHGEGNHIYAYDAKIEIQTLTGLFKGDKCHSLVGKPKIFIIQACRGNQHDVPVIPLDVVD
Target sequence (P55212 194-293 limits assumed): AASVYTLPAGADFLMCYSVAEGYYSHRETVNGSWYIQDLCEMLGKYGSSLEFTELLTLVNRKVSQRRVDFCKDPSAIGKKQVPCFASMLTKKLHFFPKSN
RAD52 inh: RAD52 (human) annealing inhibition | recombinant RAD52 DNA annealing, FRET fluorescence | actives 0.46% (n = 360,000) | inhibition, % at 18.7 µM;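 active means every replicate showing at least 50% inhibition; inconclusive means mean inhibition at least 50% but not in every replicate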
F508del corr: correctors of CFTR F508del function in bronchial epithelial cells. CFBE cells, YFP halide quenching; stimulated with forskolin plus potentiator P3; % fluorescence drop versus neutral controls. activity (quench increase), % at 7.58 µM. actives 0.36% (n = 350,000);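 active means mean added fluorescence quench of at least 8% versus neutral control, with both replicates also reaching 8%; inconclusive means only one of the mean or replicate conditions met; inactive means mean below 8% and not both replicates reaching 8%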;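 further: cells transiently co-express mutant CFTR-F508del with the halide-sensitive YFP; corrector assay measuring rescue of mutant channel to the surface after 24 h compound exposure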
GSIS activator: primary screen for activators of insulin secretion dependent on glucose, INS-1E cells, GLuc reporter luminescence. activation, % at 16.6 µM. AID 743287. actives 0.61% (n = 370,000). INS-1E GLuc reporter insulin secretion, 2-3 h;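 active means lowest replicate activation of at least 40%, so every replicate reaches that level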;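 further: 0% = median of neutral control wells and 100% = median of IBMX positive control wells; some compounds called inactive have numbers as strong as hits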
DENV2 CPE: protects cells from dengue virus 2 cytopathic effect; CPE inhibition, % at 9.99 µM; DENV2-infected cells, cytopathic effect rescue, plate reader; actives 1.7% (n = 350,000); AID 651640; in the data active means CPE inhibition above about 20%, passing the limit was not always enough; inconclusive means no clear call, values can overlap the other calls; tested in BHK-21 cells;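 further: 0% = median of neutral control wells and 100% = median of positive control wells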
RAD54 branch: RAD54 (human) branch migration inhibition | Q92698 | RAD54 Holliday junction branch migration, FAM/BHQ fluorescence | inhibition, % at 10.4 µM | actives 0.14% (n = 360,000) | AID 602329;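 active means mean normalized replicate activity at least 40 and at least half of replicates scoring 40 or more; inconclusive means only one of the two criteria met; inactive means mean below 40 and under half of replicates reaching 40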;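 further: 0% = median of neutral control wells and 100% = median of positive control wells; inhibitors cause a drop in the FAM fluorescence signal; in these data hits start at about 50%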
Target sequence (Q92698 whole entry, looked up): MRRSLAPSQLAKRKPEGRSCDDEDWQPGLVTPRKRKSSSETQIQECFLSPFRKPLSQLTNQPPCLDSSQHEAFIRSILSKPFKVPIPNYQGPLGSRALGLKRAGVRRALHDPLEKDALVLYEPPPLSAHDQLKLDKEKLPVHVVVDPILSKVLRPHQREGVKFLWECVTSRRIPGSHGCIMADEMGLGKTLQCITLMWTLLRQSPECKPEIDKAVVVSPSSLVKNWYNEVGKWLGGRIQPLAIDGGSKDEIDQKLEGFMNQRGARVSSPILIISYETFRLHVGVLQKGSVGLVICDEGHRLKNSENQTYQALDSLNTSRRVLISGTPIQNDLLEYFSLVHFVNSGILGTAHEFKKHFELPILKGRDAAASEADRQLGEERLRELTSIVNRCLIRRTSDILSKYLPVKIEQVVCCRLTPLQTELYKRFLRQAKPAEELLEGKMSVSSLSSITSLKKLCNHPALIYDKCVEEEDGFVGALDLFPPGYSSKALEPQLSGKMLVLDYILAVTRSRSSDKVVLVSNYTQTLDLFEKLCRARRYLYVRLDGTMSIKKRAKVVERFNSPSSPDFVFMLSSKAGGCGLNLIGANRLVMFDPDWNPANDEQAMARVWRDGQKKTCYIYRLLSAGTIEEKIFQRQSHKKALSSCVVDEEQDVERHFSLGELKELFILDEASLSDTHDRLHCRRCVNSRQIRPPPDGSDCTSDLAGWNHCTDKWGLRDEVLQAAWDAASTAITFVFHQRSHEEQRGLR
E-selectin induc: E-selectin induction on HUVECs; HUVEC E-selectin immunofluorescence imaging; normalized: neutral wells 0, TNF-alpha wells 100; activation, % at 7.58 µM; actives 0.37% (n = 260,000);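 active means mean E-selectin-positive cell signal at least 10% of the positive control, reached in at least 60% of replicates, without over 20% cell loss; inconclusive means no rule given, readout overlaps actives, possibly toxicity-flagged; inactive means the rest, including those meeting only one limit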;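 further: in these data hits start at about 27%; measured in HUVEC primary endothelial cells; signal is the percent of cells scored E-selectin positive by PE staining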
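Test system: HUVEC; input: 3,000 HUVEC/well; measured by: immunofluorescence imaging; read-out: % PE-positive cells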
Starred values were filed as active, the others as inactive; ? = inconclusive; . = not tested or not shown; & = joins results of further samples.

SMILES	Xi reactivation	CASP6 VEID inh	RAD52 inh	F508del corr	GSIS activator	DENV2 CPE	RAD54 branch	E-selectin induc
COc1cc(/C=N/N=C(\N)c2nonc2N)ccc1O	0.0	2	-9	0.4	11	-2	.	.
O=C(NCC1COc2ccccc2O1)c1ccc(Br)s1 (stereo not given)	0.0	-2	-8	1.8	-13	-7	16	0.0
C[C@@H]1C(c2ccc(F)cc2)=NN(c2ccccc2)[C@H]1C(=O)N1CCOC1=O	0.7	3	-2	-2.5	-30	-2	-4	.
C[C@@H]1CN([C@H](C)CO)C(=O)Cc2cc(NC(=O)CCC(F)(F)F)ccc2O[C@@H]1CN(C)Cc1ccc(-c2ccccc2)cc1	-0.5	1	0	-1.4	-30	15	3	1.9
CCCSc1nc(C)cc(C)c1S(C)(=O)=O	0.0	4	0	1.1	10	4	.	.
COc1cccc(NC(=O)Nc2ccc3c(c2)C(=O)N(C)[C@H]2CC[C@@H](CC(=O)NCCc4ccccc4)O[C@@H]2CO3)c1	0.3	.	.	.	-4	.	-3	0.4
CCCNC(=O)C1CCN(S(=O)(=O)c2c(C)noc2/C=C\c2ccc(OC)cc2)CC1	-0.1	-2	-5	0.8	.	1	-6	0.1
COc1ccc2c3c([nH]c2c1)[C@@H](CO)N(C(=O)c1ccncc1)CC31CCN(C(=O)c2ccncc2)CC1	0.4	0	-1	-1.5	15	-8	.	0.5
CCOCCCNC(=O)CN1CCN(S(=O)(=O)c2ccc3c(c2)CCC3)CC1	0.1	-2	16	-1.2	5	-2	-13	?
CC(=O)N1c2ccc(S(=O)(=O)NCCC(=O)NC3CCC(C)CC3)cc2CC1C (stereo not given)	0.0	0	-5	-1.5	8	-5	-18	.
COc1ccc(Cl)cc1C=CC=NNS(=O)(=O)c1ccc(C)cc1	-0.1	-2	-19	-1.1	-14	-4	.	-0.3
O=C(CN1C(=O)NC(Cc2c[nH]c3ccccc23)C1=O)NC1CC1 (stereo not given)	0.0	0	-7	-0.3	3	0	2	-1.8
O=C1CCC(C(=O)Nc2ccccc2N2CCCC2)=NN1	0.0	-6	5	-0.8	5	0	.	.
CCn1ncc(/C=N\NC(=O)COc2cc(C)cc(C)c2)c1C	0.0	1	-18	1.7	-9	-2	0	.
c1ccc(CN2OCC3Cn4c(nc5ccccc54)C32)cc1 (stereo not given)	0.4	3	-7	0.6	.	5	-8	0.1
O=C(O)CSc1nnc(CNc2ccc(F)cc2)n1-c1ccccc1	-0.4	1	9	3.4	-27	-5	.	-0.6
COc1ccc2nc(NC(=O)CC3Oc4ccccc4NC3=O)sc2c1 (stereo not given)	0.2	-2	-20	-2.2	-6	-1	-29	0.1
COCC(=O)Nc1ccc2c(c1)OC[C@H](C)N(C(=O)NC(C)C)C[C@@H](C)[C@H](OC)CN(C)C2=O	-0.5	5	-14	-4.0	1	6	-13	0.6
CCN(CC(=O)Nc1ccccc1C(F)(F)F)C(=O)c1cccc(N2C(=O)CCC2=O)c1	-0.8	-3	-5	6.1	16	-10	-12	-0.6
CC(C)C#Cc1cnc2c(c1)C(=O)N([C@@H](C)CO)C[C@H](C)[C@@H](CN(C)C(=O)Nc1ccccc1F)O2	0.0	0	-4	-0.8	-2	-4	1	2.7
Cc1cccc(CCNC(=O)CCCOc2cc(=O)n(C)c3ccccc23)c1	0.1	4	-13	0.9	-4	-6	.	-0.2
COCCNC(=O)C(=O)NCC1CCCN1S(=O)(=O)c1cccs1 (stereo not given)	0.0	1	-128	2.2	8	2	5	.
O=C(NCc1cccnc1)c1cccc(OC2CCN(Cc3ccc(CO)o3)CC2)c1	0.0	-15	-8	-0.2	24	?	5	-0.5
CCS(=O)(=O)N[C@H]1CC[C@@H](CC(=O)NCc2ccc(F)cc2)O[C@@H]1CO	0.3	21	-30	2.6	0	4	5	0.3
CC(=O)Nc1ccc(Nc2nccc(C)n2)cc1	0.5	-2	-5	-3.7	-3	-7	-7	0.3
Fc1cc(F)c(C2SCCN2C(=S)Nc2cccc(C(F)(F)F)c2)c(F)c1 (stereo not given)	0.8	1	-4	1.9	-20	8	-8	1.0
COc1cc(C2NC(=O)CCC2[N+](=O)[O-])cc(Br)c1OC (stereo not given)	0.0	-3	0	-3.0	-1	15	-6	-0.1
COc1ccc(Br)cc1/C=C/C(=O)OCC(=O)NCCc1ccc(S(N)(=O)=O)cc1	-0.1	0	-15	-1.4	2	-3	3	-0.5
Cc1noc(C)c1S(=O)(=O)Nc1ccc2c(c1)C(=O)N([C@H](C)CO)C[C@@H](C)[C@H](CN(C)C(=O)c1ccccc1)OCCCC[C@@H](C)O2	0.2	0	-7	0.8	4	-2	-4	-0.1
COc1ccc(NC(=O)Nc2ccc3c(c2)C(=O)N([C@@H](C)CO)C[C@@H](C)[C@@H](CN(C)C(=O)Nc2ccc4c(c2)OCO4)O3)cc1	0.0	.	.	0.0	-3	-4	3	-2.4
COc1ccc(CNCC(O)COc2ccc(C)cc2[N+](=O)[O-])cc1 (stereo not given)	-0.1	-4	-4	2.3	-19	1	.	0.0
C[C@H]1CN([C@@H](C)CO)C(=O)c2cccc(NS(=O)(=O)c3cccs3)c2O[C@H]1CN(C)C(=O)Nc1ccc2c(c1)OCO2	0.1	1	-3	2.2	6	-2	6	-12
COC(=O)C[C@H]1CC[C@@H](NS(=O)(=O)c2ccccc2)[C@@H](CO)O1	0.0	-3	-9	3.5	2	1	.	0.0
CCCCn1c(N)c(N(CCOC)C(=O)c2cc(S(=O)(=O)N3CCCCC3)ccc2C)c(=O)[nH]c1=O	0.1	4	-4	-3.8	-2	-6	.	-0.3
O=C(CSc1n[nH]c(=O)n1C1CC1)c1ccc(F)cc1	0.0	0	-5	-0.3	3	9	-9	0.1
O=C(O)c1ccccc1C(=O)c1ccc(Br)s1	0.0	7	-27	-0.7	-1	-7	-3	0.1
C[C@@H]1CCCCO[C@H](CN(C)Cc2ccccc2)[C@@H](C)CN([C@@H](C)CO)C(=O)c2cc(NC(=O)CCCCCC(=O)Nc3ccccc3N)ccc2O1	-0.1	-2	-5	0.4	-24	-5	1	.
C[C@H](CO)N1C[C@H](C)[C@@H](CN(C)Cc2ccc(Cl)c(Cl)c2)OCCCC[C@H](C)Oc2ccc(NS(C)(=O)=O)cc2C1=O	-1.1	1	7	4.8	-22	?	2	0.1
O=C(O)c1ccccc1COc1ccccc1Cl	.	3	-8	1.6	-4	.	6	.
CC1=C(C(=O)N(C)C)CC(CC(=O)NCc2cccc3ccccc23)C(=O)N1Cc1ccccc1 (stereo not given)	0.6	0	-21	1.0	-7	-5	10	.
COc1ccc(CNC(=O)Cc2ccc(-c3ccccc3)cc2)cc1OC	0.4	0	-17	0.2	16	11	1	.
O=C(COC(=O)c1ccc(F)cc1)Nc1cc(S(=O)(=O)N2CCOCC2)ccc1N1CCCC1	0.1	3	0	-2.7	-9	.	.	.
CCOC(=O)[C@@H]1[C@H]2COc3cc(OC)ccc3[C@@H]2N2C(=O)N(c3ccccc3)C(=O)[C@@]12C	-0.1	1	-13	2.1	-29	13	-1	0.2
O=C(CSc1nnc(-c2ccncc2)o1)NCc1ccccc1Cl	0.6	0	-1	.	-8	0	.	-2.2
Nc1ccccc1OCP(=O)(c1ccccc1)c1ccccc1	0.0	-1	-30	-2.8	-2	1	.	.
COc1cc(C)nc(-c2csc(C)n2)n1	0.1	-6	-3	-0.2	15	6	.	.
COc1cccc(NC(=O)Nc2ccc3c(c2)C(=O)N(C)[C@@H]2CC[C@@H](CC(=O)NCCc4ccccc4)O[C@H]2CO3)c1	0.2	1	-17	.	-12	3	9	0.1
C[C@H](CO)N1C[C@H](C)[C@H](CN(C)S(=O)(=O)c2cccc(F)c2)Oc2ncc(-c3cccc(C(=O)N(C)C)c3)cc2C1=O	0.0&-0.3	-3&-2&-3	2&14&0	-3.4&0.1&-2.5	9&0	-10&-2&18	-10&-5&8	0.1&-0.1
O=C(Nc1oc2ccccc2c(=O)c1-c1ccc(Br)cc1)c1ccco1	0.0	1	-54	1.3	13	1	-1	.
CCn1c2c(c(=N)c3c1CCC3)CCCC2	-0.1	-10	-7	0.9	-6	12	-5	0.3
COc1ccc(C(=O)COC(=O)[C@@H](NS(=O)(=O)c2ccccc2)C(C)C)cc1	0.0	3	-7	1.8	-13	2	-3	-0.4
O=C(CCN1C(=O)C2C3C=CC(C4CC34)C2C1=O)Oc1ccccc1 (stereo not given)	0.4	-2	-6	1.6	3	.	.	1.0
CC(=O)Nc1ccc(Oc2ccccc2)cc1	-0.1	0	-12	1.0	-5	?	-5	.
CCCn1c(SCC(=O)NCc2ccc(Cl)cc2)n[nH]c1=O	0.3	8	-23	-3.4	-8	-4	-6	0.0
c1ccc(Oc2nc(-c3cccnc3)nc3ccccc23)cc1	0.2	-2	-9	3.7	19	-6	-1	0.1
C[C@@H]1CN([C@@H](C)CO)C(=O)c2cc(N(C)C)ccc2O[C@H]1CN(C)Cc1ccc(-c2ccccc2)cc1	-0.6	0	7	0.6	-8	3	-11	.
Cc1nc2c(cc1NC(=O)c1ccccc1)nc(C)n2Cc1ccccc1	0.0	-1	-28	-5.3	5	4	-2	.
CC(=O)c1ccc(OC(=O)c2nc(-c3ccccc3)oc2C)cc1	0.4	-2	-1	-0.1	1	2	2	.
N/C(=N\OC(=O)c1ccco1)c1cccnc1	0.0	-5	-13	0.1	3	2	.	-0.3
O=C(NC(=S)NNC(=O)c1ccccc1F)c1cccnc1	0.0	2	-25	.	-7	-1	-5	.

The listing continues.
SMILES	Xi reactivation	CASP6 VEID inh	RAD52 inh	F508del corr	GSIS activator	DENV2 CPE	RAD54 branch	E-selectin induc
CCC(=O)Nc1ccc2c(c1)OC[C@@H](C)N(CC1CC1)C[C@@H](C)[C@@H](OC)CN(C)C2=O	-0.3	-5	-6	-2.3	3	3	3	-0.2
O=C(CCN1CCc2ccccc2C1)Nc1ccc(F)c(F)c1	-0.1	1	-5	-0.4	-23	-6	.	.
COc1ccc(/C=N/NC(=O)C2c3ccccc3-c3ccccc32)cc1	-0.1	1	-10	.	4	-4	.	0.1
COC(=O)C1=C/CCCN(C(c2ccccc2)c2ccccc2)/C=C\1C(=O)OC	-0.1	4	-11	0.2	-19	-6	.	-0.2
Cc1ccc(NC2CCCN(C(=O)CCC(=O)c3ccccc3)C2)cc1C (stereo not given)	0.0	2	0	-1.5	-16	-3	3	.
O=C(COC(=O)c1ccccn1)NCc1ccccc1Cl	0.0	2	-7	0.7	16	-6	.	.
COc1ccccc1CNC(=O)C1CCCN(S(C)(=O)=O)C1 (stereo not given)	.	0	-3	-1.9	5	7	-11	.

From PubChem BioAssay
